Screening results (PubChem)
Mdm2 ligase inh: MDM2-luciferase reporter signal enhancers, primary screen, MDM2 E3 ligase inhibitor project, cell-based, luminescence, 1536-well. cell-based MDM2 ubiquitination luciferase reporter, 2 h; 0 = plate control, 100 = twice control, blank-subtracted. signal enhancement, % at 5 µM. AID 1230, 2008. 0.11% of 210,000 active. E3 ubiquitin-protein ligase Mdm2 (Homo sapiens), Q00987;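 active = signal enhancement of 30% or more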;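 note: luminescence tracks abundance of the self-degrading MDM2-luciferase fusion protein; higher signal means inhibition of MDM2 E3 ligase activity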
Target sequence (Q00987 whole entry, looked up, the tested form may be a part): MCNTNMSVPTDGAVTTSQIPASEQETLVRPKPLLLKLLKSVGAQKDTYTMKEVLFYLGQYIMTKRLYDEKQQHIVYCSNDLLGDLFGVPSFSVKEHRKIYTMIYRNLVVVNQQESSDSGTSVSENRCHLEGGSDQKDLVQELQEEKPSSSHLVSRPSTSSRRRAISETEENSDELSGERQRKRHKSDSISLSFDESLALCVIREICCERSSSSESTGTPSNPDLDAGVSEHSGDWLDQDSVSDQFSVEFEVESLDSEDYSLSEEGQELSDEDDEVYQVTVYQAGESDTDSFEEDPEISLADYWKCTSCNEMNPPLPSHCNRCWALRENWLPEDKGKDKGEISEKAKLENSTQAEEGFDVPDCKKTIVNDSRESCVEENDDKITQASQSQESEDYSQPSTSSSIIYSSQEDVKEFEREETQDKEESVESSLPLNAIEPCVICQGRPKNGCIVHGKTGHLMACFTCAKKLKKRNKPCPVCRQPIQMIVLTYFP
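Material: Stable MDM2–luciferase fusion reporter cells | Amount: 2000 cells seeded into each well | Dosing: One concentration, 5 µM, with 0.2% DMSO | Incubation: 4 h cell settling then 2 h compound exposure, 37 °C | Measured by: Luciferase luminescence | Read-out basis: % enhancement relative to plate controls after blank subtraction | Benchmarks: Control and blank well means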
14-3-3 Bad inh: inhibitors of 14-3-3 zeta/Bad binding, primary screen, biochemical, TR-FRET, bovine 14-3-3 zeta | 14-3-3 protein zeta/delta (Bos taurus), P63103 | TR-FRET 14-3-3zeta/Dy647-pBad peptide displacement, 1 h | inhibition, % at 21.7 µM | 0.71% of 220,000 active;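 active = inhibition above about 70%, limit read from the data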;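 note: 0% = full 14-3-3 plus peptide FRET controls and 100% = background without 14-3-3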
Target sequence (P63103 whole entry, looked up): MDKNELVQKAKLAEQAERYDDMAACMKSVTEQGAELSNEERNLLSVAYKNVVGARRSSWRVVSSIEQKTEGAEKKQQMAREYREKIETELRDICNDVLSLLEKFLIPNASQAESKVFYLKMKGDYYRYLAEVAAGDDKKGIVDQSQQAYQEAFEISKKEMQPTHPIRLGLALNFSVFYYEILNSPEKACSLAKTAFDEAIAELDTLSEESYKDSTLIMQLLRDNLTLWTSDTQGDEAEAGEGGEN
FXIa inh: human FXIa protease inhibitors, primary screen, biochemical, 1536-well; 0.14% of 220,000 active; inhibition, % at 5 µM; Coagulation factor XI (Homo sapiens), P03951; purified FXIa, Boc-Glu-Ala-Arg-AMC fluorogenic substrate;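 active = inhibition of at least 40%; inactive = inhibition below 40%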;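 note: fluorescence of freed AMC excited at 355 nm; 0% = enzyme without compound and 100% = no enzyme blank; many of its hits are not listed in these tables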
FXIIa inh: human FXIIa protease inhibitors, primary screen, biochemical, 1536-well; purified FXIIa, Boc-QGR-AMC fluorogenic substrate, 2 h; 0.3% of 220,000 active; inhibition, % at 5 µM; AID 800, 2007; Coagulation factor XII (Homo sapiens), P00748; in the data active = inhibition above about 40%;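 note: 0% = enzyme with no compound and 100% = blank without enzyme; many of its hits are not listed in these tables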
p97 inhibitor: inhibitors of human p97 ATPase, primary screen, biochemical. inhibition, % at 8 µM. recombinant p97 ATPase, Kinase-Glo ATP luminescence, 3 h. Transitional endoplasmic reticulum ATPase (Homo sapiens), P55072. 0.42% of 220,000 active; in the data active = inhibition above about 15%;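 note: 0% = DMSO vehicle and 100% = wells lacking enzyme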
Rad51 HR inh: human RAD51 strand exchange inhibitors, primary screen, biochemical, fluorescence; AID 1385, 2008; hRad51 DNA strand exchange, fluorescence dequenching; inhibition, % at 10 µM; DNA repair protein RAD51 homolog 1 (Homo sapiens), Q06609; 0.085% of 200,000 active;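 active = inhibition above 40% at the single screening dose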;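 note: 0% = DMSO control wells and 100% = blanks with heterologous ssDNA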
Target sequence (Q06609 whole entry, looked up): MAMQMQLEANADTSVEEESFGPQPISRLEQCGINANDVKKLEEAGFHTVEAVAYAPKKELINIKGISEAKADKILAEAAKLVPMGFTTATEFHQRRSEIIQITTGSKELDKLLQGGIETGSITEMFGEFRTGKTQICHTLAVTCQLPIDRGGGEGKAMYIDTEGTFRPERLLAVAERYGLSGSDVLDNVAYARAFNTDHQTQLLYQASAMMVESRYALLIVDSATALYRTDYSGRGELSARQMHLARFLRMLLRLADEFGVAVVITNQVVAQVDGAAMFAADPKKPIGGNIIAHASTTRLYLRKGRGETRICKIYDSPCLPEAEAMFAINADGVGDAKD
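System: human Rad51 nucleoprotein filaments preassembled on unlabelled ssDNA. Reagent: labelled 47-mer dsDNA for strand exchange. Schedule: 30-min compound preincubation and 15-min exchange, both room temperature. Measured by: FRET fluorescence dequenching, excitation 485 nm, emission 520 nm. Read-out: Fluorescence-based percent inhibition, control- and blank-normalised. Benchmarks: plate controls and plate blanks.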
hK5 inh: human KLK5 protease inhibitors, primary screen, biochemical, 1536-well; Kallikrein-5 (Homo sapiens), Q9Y337; recombinant hK5, fluorogenic AMC substrate cleavage; inhibition, % at 5 µM; 0.59% of 210,000 active; AID 873, 2007;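 active = inhibition of 40% or more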;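 note: 0% = enzyme controls without compound and 100% = no-enzyme blanks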
Wee1 stabilizer: Wee1 degradation inhibitors, primary screen, cell-based, HeLa, Wee1K328M-luciferase, luminescence. Wee1-like protein kinase (Homo sapiens), P30291. HeLa Luc-Wee1K328M stability; 100% = proteasome inhibitor MG132 effect. reporter increase, % at 5 µM. 1.2% of 220,000 active. AID 1321, 2008;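 active = activation above the mean of all tested compounds plus 3 SD, set per screening run, cut at about 8.8% in these data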;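 note: cells exposed to compound for 20 h before luminescence read; 0% = DMSO alone and 100% = MG132 at 30 µM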
eIF4E 4G PPI: eIF4E–eIF4G protein interaction inhibitors, primary screen, biochemical, uHTS, TR-FRET, eIF4GI fragment; Eukaryotic translation initiation factor 4E (Mus musculus) + Eukaryotic translation …; TR-FRET eIF4E-eIF4GI(517-606) binding, 2 h; inhibition, % at 21.7 µM; 0.37% of 220,000 active;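 active = inhibition above about 30%, limit read from the data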;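 note: 0% = full FRET control wells and 100% = background wells lacking eIF4GI fragment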
Numbers without * were called inactive; . = no result given; & = joins results of further samples; [ ] = dose if it differs, or a comment.

SMILES	Mdm2 ligase inh	14-3-3 Bad inh	FXIa inh	FXIIa inh	p97 inhibitor	Rad51 HR inh	hK5 inh	Wee1 stabilizer	eIF4E 4G PPI
Cn1c(=O)oc2cc(S(=O)(=O)NCCC(=O)Nc3ccc4c(c3)OCCO4)ccc21	3	-5	-1	9	3	6	-6	7	4[fluorescence artefact?]
COc1ccc(C2=NOC(C(=O)Nc3cc(C)on3)C2)cc1OC (configuration not stated)	.	50	3	9	4	-10	1	-1	-3
CCN(Cc1ccccc1)C(c1ccccn1)c1nnnn1C1CCCCC1 (configuration not stated)	-11	-11[fluorescence artefact?]	8	17	2	1	-11	-1	0
CCOC(=O)c1c(NC(=O)CSc2nnc(CNc3ccc(Cl)cc3)o2)sc(C)c1C	7	-4	-4	0	1	-5	-12	1	1
COc1ccccc1/C=N/N1C(=O)C(CC(=O)Nc2ccc([N+](=O)[O-])cc2OC)SC1=Nc1cccc(C)c1C (configuration not stated)	-8	-10	0	10	1	13	13	-2	-5
Cc1ccc2c(c1)C(=O)C(=O)N2CC(=O)OC(C)C	-16	-7	0	14	3	-3	-8	-3	7
O=C(c1ccc(S(=O)(=O)N2CCOCC2)cc1)N1CCN(c2ccccn2)CC1	-13	10	9	14	-3	.	.	-3	1
CCOc1cc(C(=O)NCCN2C(=O)S/C(=C\c3cccnc3)C2=O)cc(OCC)c1OCC	-6	-37	6	7	4	0	-23	0	0
O=C(N/N=C/c1c[nH]c2ccc(Br)cc12)c1ccncc1	-2	-6	5	14	11	-7	-7	1	-6
COc1cc(C(=O)NC(=S)Nc2ccc([N+](=O)[O-])cc2)cc(OC)c1OC	-10	5[fluorescence artefact?]	-10	4	-6	-10	-3	0	4
CCCC(=O)Oc1ccc(N(C(=O)CCC)S(=O)(=O)c2cccc([N+](=O)[O-])c2)cc1	-10	-8[fluorescence artefact?]	-6	5	4	6	-25	0	-6
COc1ccc(CNc2nc(-c3cccnc3)nn2C(=O)CC(C)C)cc1	-12	-13	-5	5	-1	-13	-1	4	0
COc1ccc(OCC(=O)NC(=S)Nc2ccc3c4c(cccc24)CC3)cc1	-5	-2	7	12	4	.	-4	-3	-2
COc1ccc(Nc2c(C)cccc2C)cc1	-8	11[fluorescence artefact?]	14	20	-2	-7	-2	-3	3[fluorescence artefact?]
COc1ccc(C)cc1NC(=O)CSc1nnnn1Cc1ccccc1	-11	10	1	5	-3	-9	-11	-2	6[fluorescence artefact?]
CC1(C)CC(NC(=O)CCc2ccccc2)CC(C)(C)N1	-23	-5	7	18	-3	1	8	0	1
COc1cc2nc(-c3ccc(Br)o3)oc(=O)c2cc1OC	-4	-18[fluorescence artefact?]	24	31	-1	5	26	4	-5
c1cnc(NC2CCCCCC2)nc1	-3	12	-4	4	4	-5	17	0	-2[fluorescence artefact?]
C/C(CC(=O)NC1CCCC1)=N\NC(=O)c1ccc([N+](=O)[O-])c(Cl)c1	4	3	1	8	5	.	-14	-3	1[fluorescence artefact?]
COC(=O)C1C(O)=C(C=Nc2ccc(N)cc2)C(=O)CC1(C)C (configuration not stated)	-14	-7	-9	-5	0	-5	-3	0	7
C=CCn1c(SCn2nnc3ccccc3c2=O)nnc1-c1ccc(Br)cc1	6	-13	21	30	-2	8	17	1	1
CCCC1=C(C(=O)OCC)C(c2cccs2)n2ncnc2N1 (configuration not stated)	-43	9	0	3	1	14	-3	3	3
O=C(Nc1cccc(-c2nc3ccccc3[nH]2)c1)c1ccc(C(=O)Nc2cccc(-c3nc4ccccc4[nH]3)c2)cc1	-6	57	3	6	5	-13	3	4	-27
COc1ccc(/C=N/NC(=O)c2c(C)nc3ccccn23)cc1[N+](=O)[O-]	-6	-4	-8	7	2	12	5	1	8
O=C(CN1CCN(c2ccccc2)CC1)N1N=CCC1c1ccccc1 (configuration not stated)	-12	-9	8	20	1	-9	-18	-1	0
COCC1CCCCN1Cc1cn[nH]c1-c1ccc(OC)cc1OC (configuration not stated)	-4	-11	-2	11	3	4	1	-1	-4
Cc1ccc(/C=N/N2CCN(Cc3ccccc3)CC2)s1	-4	-4	-10	10	-10	1	6	0	2
COc1c(C)cccc1C(=O)Nc1ccc(CN2CCOCC2)cc1	4	-2	8	6	-2	2	-11	1	7
CCCCCn1c(SCCCC)nc2c1c(=O)[nH]c(=O)n2C	-14	10	-6	9	0	-6	-25	-2	6
CCCCNC(=S)N(C)/N=C/c1ccc(F)cc1	4	10	13	12	-1	6	-5	2	7[fluorescence artefact?]
Cn1c(=O)n(CC(=O)O)c(=O)c2c1nc1n2CCS1	-5&-6	5&-13	-9&3	-8&6	8&7	-3&4	-5&-1	2&0	4&-8[fluorescence artefact?]
COc1cc2c(cc1OC)C(C)N(C(=O)Cn1ncc3c1-c1cc(C)ccc1OC3)CC2 (configuration not stated)	-7	2	-2	7	2	-5	-13	2	3
Cc1ccc2nc(SCCC#N)nc(C)c2c1	-2	-9	2	10	0	0	-1	0	3
c1ccc(CN2CCN(CCN3CCn4c3nc3ccccc34)CC2)cc1	-17	39[fluorescence artefact?]	0	8	-5	1	-2	5	-1[fluorescence artefact?]
Cc1ccc(SCc2cc(=O)[nH]c(N3CCOCC3)n2)cc1	-1	-2[fluorescence artefact?]	6	13	-1	4	-10	0	-11
COc1ccc(CCN(C)CCN2C(=O)c3ccccc3C2=O)cc1OC	3	10	0	8	-4	.	-29	-2	4
COc1ccc(NC(=O)C(c2ccc(C)cc2)N(C)C(=O)CNC(C)=O)cc1 (configuration not stated)	-17	-11	-11	9	4	3	-27	1	1
COc1ccc(-n2c(C)nn(CCOc3ccccc3)c2=O)cc1	-5	-2	-10	-13	0	2	-32	2	-3
CC(C)COn1c(=S)[nH]c2ccccc2c1=O	-19	-13	-14	-4	0	1	3	0	-6
O=C1CC(c2ccc(S(=O)(=O)N3CCN(c4ccccc4)CC3)cc2)CN1 (configuration not stated)	-11	-5[fluorescence artefact?]	6	13	-3	5	-15	-2	-1[fluorescence artefact?]

Exported with two lines to a compound: part of the list above.
Every second line gives: Mdm2 ligase inh, 14-3-3 Bad inh, FXIa inh, FXIIa inh, p97 inhibitor, Rad51 HR inh, hK5 inh, Wee1 stabilizer, eIF4E 4G PPI
- CCCCCn1c(SCCCC)nc2c1c(=O)[nH]c(=O)n2C
  -14, 10, -6, 9, 0, -6, -25, -2, 6
- CCCCNC(=S)N(C)/N=C/c1ccc(F)cc1
  4, 10, 13, 12, -1, 6, -5, 2, 7[fluorescence artefact?]
- Cn1c(=O)n(CC(=O)O)c(=O)c2c1nc1n2CCS1
  -5&-6, 5&-13, -9&3, -8&6, 8&7, -3&4, -5&-1, 2&0, 4&-8[fluorescence artefact?]
- COc1cc2c(cc1OC)C(C)N(C(=O)Cn1ncc3c1-c1cc(C)ccc1OC3)CC2 (configuration not stated)
  -7, 2, -2, 7, 2, -5, -13, 2, 3
- Cc1ccc2nc(SCCC#N)nc(C)c2c1
  -2, -9, 2, 10, 0, 0, -1, 0, 3
- c1ccc(CN2CCN(CCN3CCn4c3nc3ccccc34)CC2)cc1
  -17, 39[fluorescence artefact?], 0, 8, -5, 1, -2, 5, -1[fluorescence artefact?]
- Cc1ccc(SCc2cc(=O)[nH]c(N3CCOCC3)n2)cc1
  -1, -2[fluorescence artefact?], 6, 13, -1, 4, -10, 0, -11
- COc1ccc(CCN(C)CCN2C(=O)c3ccccc3C2=O)cc1OC
  3, 10, 0, 8, -4, ., -29, -2, 4
- COc1ccc(NC(=O)C(c2ccc(C)cc2)N(C)C(=O)CNC(C)=O)cc1 (configuration not stated)
  -17, -11, -11, 9, 4, 3, -27, 1, 1
- COc1ccc(-n2c(C)nn(CCOc3ccccc3)c2=O)cc1
  -5, -2, -10, -13, 0, 2, -32, 2, -3
- CC(C)COn1c(=S)[nH]c2ccccc2c1=O
  -19, -13, -14, -4, 0, 1, 3, 0, -6
- O=C1CC(c2ccc(S(=O)(=O)N3CCN(c4ccccc4)CC3)cc2)CN1 (configuration not stated)
  -11, -5[fluorescence artefact?], 6, 13, -3, 5, -15, -2, -1[fluorescence artefact?]

Continued.
SMILES	Mdm2 ligase inh	14-3-3 Bad inh	FXIa inh	FXIIa inh	p97 inhibitor	Rad51 HR inh	hK5 inh	Wee1 stabilizer	eIF4E 4G PPI
CCCn1cnc2c(N)c(C)c(C)cc21	-18	.	-4	2	5	0	13	-2	.
Cc1nc(C(=O)NC(C)C)nn1-c1cc(Cl)cc(Cl)c1	-6	-9	1	10	2	3	1	-1	0
O=C(NNc1cc(Cl)ccc1Cl)C1CCC1	-6	-9	-1	5	3	14	-1	2	-5
Cc1ccc(C(=O)NCCc2csc(C)n2)cc1	-7	6[fluorescence artefact?]	-4	6	-5	-6	-6	1	3[fluorescence artefact?]
CCCCC(=O)Nc1ccc(C(=O)NNC(=S)NC(=O)c2ccccc2[N+](=O)[O-])cc1	0	-17	-4	6	0	-11	-23	1	-5
COCCNc1oc(-c2cccs2)nc1S(=O)(=O)c1ccc(C)cc1	-10	-10	-2	7	-1	-1	-5	-3	4
O=C(COC(=O)CSCC(=O)N1CCCCC1)Nc1ccc(Cl)cc1	-3	0	-3	13	6	-2	-13	0	-11
O=C(NNC1=NCCCCC1)Nc1ccc(Cl)cc1	-12	-5	10	8	2	3	2	0	-1
c1ccc(CCc2nc(-c3ccc(-n4cccc4)cc3)no2)cc1	-10	4	-8	3	-9	-8	-7	-1	4
CC1CCc2sc3nc(N4CCN(CCO)CC4)n4ncnc4c3c2C1 (configuration not stated)	4	3	-2	10	0	.	0	0	0
CC(C)(C)c1ccc(/C=C/C(=O)Nc2ncccn2)cc1	-1	0	4	3	1	3	-12	6	14
Cc1ccsc1C(=O)N/N=C/c1ccc2c(c1)OCO2	-33	-7	4	-1	-58	6	-7	1	7
O=C(NC1CCCCC1)C(c1ccc2ncccc2c1)N(Cc1ccccc1)C(=O)c1cccs1 (configuration not stated)	-7	-9	2	4	3	-1	6	1	6
O=C(NCc1ccccn1)C(=O)NCC(c1ccco1)N1CCN(c2ccc(F)cc2)CC1 (configuration not stated)	-20	-19	-4	0	-3	-10	-16	0	-9

Random excerpt: 2 entries already listed, in no set order.
SMILES	Mdm2 ligase inh	14-3-3 Bad inh	FXIa inh	FXIIa inh	p97 inhibitor	Rad51 HR inh	hK5 inh	Wee1 stabilizer	eIF4E 4G PPI
Cc1ccc2nc(SCCC#N)nc(C)c2c1	-2	-9	2	10	0	0	-1	0	3
CCCC1=C(C(=O)OCC)C(c2cccs2)n2ncnc2N1 (configuration not stated)	-43	9	0	3	1	14	-3	3	3

The order is random. About 3.5% of those tested had a hit in this group.
